HIF-2a block: blocks HIF-2a reporter activity; 786-0 RCC cells HIF-2a reporter, luciferase luminescence, overnight; inhibition, % at 18.8 µM; 0.72% of 360,000 active; AID 624352;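 active = inhibition of the luminescence signal of 40% or more relative to plate controls, in a single-dose primary screen at 18.75 µM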
CaV13 FRET inh: Primary screen for inhibitors of IQ motif and Ca2+-dependent inactivation inhibitor domain binding in CACNA1D, Förster resonance energy transfer in living cells, …; HEK cells, CFP/YFP FRET ICDI-IQ, plate reader, 10 min; percent FRET-ratio fall versus neutral wells; inhibition, % at 12.3 µM; 0.098% of 340,000 active;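 active = mean replicate inhibition of at least 30% and at least 1% of replicates passing that level; inconclusive = only one of the two criteria is met; inactive = neither criterion is met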;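 also: 0% = median of the neutral control wells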
Vif inh: inhibitors of HIV Vif. HEK293T cells, Vif self-association by quenched fluorescence, imaging, 24 h. 0.35% of 340,000 active. AID 602346. inhibition, % at 7.49 µM; in the data active = inhibition above about 50%, passing the limit was not always enough; inconclusive = no clear call, values can overlap the other calls; inactive = below about 31%; also: some results filed as inactive read as strong as hits
KKLEB tox: counter-screen for CF NF-kB inhibitors: cytotoxicity | KKLEB CF airway cells viability, ATPlite luminescence, overnight; hits give low values; cells stimulated with P. aeruginosa culture filtrate | activity change (cytotoxicity), % at 5 µM | 0.36% of 360,000 active | AID 602141;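 active = corrected activity change at or below -50% at 5 µM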
PDI inh: blocks human protein disulfide isomerase activity. P07237. PDI insulin aggregation turbidity, A650, 90 min. inhibition, % at 10 µM. 0.052% of 350,000 active. AID 588391;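 active = mean inhibition across replicates of 30% or more, whatever share of single replicates reach that level; inconclusive = mean inhibition below 30% while every single replicate reaches 30%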;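 also: absorbance from insulin aggregation driven by PDI reduction with DTT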
Target sequence (P07237 whole entry, looked up): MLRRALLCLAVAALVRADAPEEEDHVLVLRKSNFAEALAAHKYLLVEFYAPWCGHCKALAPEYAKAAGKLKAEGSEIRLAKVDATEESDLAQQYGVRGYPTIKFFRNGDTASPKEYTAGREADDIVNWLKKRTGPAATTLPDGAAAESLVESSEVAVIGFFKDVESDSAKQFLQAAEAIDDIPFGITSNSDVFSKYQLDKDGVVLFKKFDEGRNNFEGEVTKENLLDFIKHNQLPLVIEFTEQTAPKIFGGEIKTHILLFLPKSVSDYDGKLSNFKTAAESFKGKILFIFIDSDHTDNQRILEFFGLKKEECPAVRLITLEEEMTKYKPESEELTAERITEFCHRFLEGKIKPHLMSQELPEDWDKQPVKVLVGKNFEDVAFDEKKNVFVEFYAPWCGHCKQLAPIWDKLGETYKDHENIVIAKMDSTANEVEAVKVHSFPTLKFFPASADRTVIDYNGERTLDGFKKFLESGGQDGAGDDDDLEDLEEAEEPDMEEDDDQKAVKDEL
TRPM1 prom inh: reduces MITF-dependent TRPM1 promoter luciferase signal; 0.83% of 330,000 active; SK-MEL-5 TRPM1 promoter luciferase, 24 h; inhibition, % at 12.5 µM;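 active = mean inhibition across replicates of 60% or more, whatever share of single replicates reaches that level; inconclusive = some that reach 60%, reason not given; inactive = mean inhibition across replicates below 60%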; also: values of inactives mirror those of a sister screen read the other way
Shn3 3UTR inh: inhibitors of Schnurri-3 3'UTR reporter in osteoblasts. 0.52% of 360,000 active. Clone20 osteoblast Shn3 3'UTR firefly luciferase, 24 h. inhibition, % at 12.5 µM;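 active = mean inhibition of at least 75% with every replicate also reaching 75%; inconclusive = mean inhibition at least 75% but some replicate below; inactive = mean inhibition below 75%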;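 also: 0% = median of neutral control wells and 100% = pilot-screen positive control compound; some compounds past the cut are filed as inactive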
Peg3 prom inh: reduces Peg3 promoter-driven luciferase expression in HeLa. inhibition, % at 20 µM. AID 588405. HeLa PEG-Prom luciferase reporter, luminescence, overnight. 1.7% of 360,000 active;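 active = inhibition of at least 50% at 20 µM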
NR2E3 ag-1: activates human photoreceptor nuclear receptor NR2E3; inhibition of corepressor binding, % at 4.78 µM; Q9Y5X4; 0.12% of 320,000 active; GST-NR2E3/biotin-RetCOR TR-FRET, 1536-well; AID 2300;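 active = percent inhibition above the cutoff of mean plus 3 SD of all tested compounds, set per screening campaign, cut at about 20% in these data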;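 also: 0% = DMSO wells and 100% = biotin wells as full block of FRET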
Target sequence (Q9Y5X4 whole entry, looked up): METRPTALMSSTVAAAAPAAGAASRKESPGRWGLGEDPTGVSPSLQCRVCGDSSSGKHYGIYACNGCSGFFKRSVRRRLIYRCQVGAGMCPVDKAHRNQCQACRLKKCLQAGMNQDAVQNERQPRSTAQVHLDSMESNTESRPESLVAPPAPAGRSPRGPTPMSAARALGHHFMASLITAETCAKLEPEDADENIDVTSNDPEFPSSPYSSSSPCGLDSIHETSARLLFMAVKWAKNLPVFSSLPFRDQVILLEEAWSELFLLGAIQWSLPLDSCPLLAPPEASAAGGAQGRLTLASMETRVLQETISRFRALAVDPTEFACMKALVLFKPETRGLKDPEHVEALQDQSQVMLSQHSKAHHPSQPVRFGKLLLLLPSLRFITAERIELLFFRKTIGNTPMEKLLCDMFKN
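Format: 1536-well format; test system: GST-NR2E3 and biotin-RetCOR proteins; read-out basis: percent inhibition of TR-FRET ratio; timing: 5 h incubation at 4 °C; detection: time-resolved FRET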
CF NFkB block: blocks PAF-induced NF-kB reporter in cystic fibrosis cells | KKLEB NF-kB-GFP reporter, GFP fluorescence overnight | 0.86% of 360,000 active | inhibition, % at 5 µM;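 active = at least 50% inhibition at 5 µM, scaled per plate between neutral and stimulator controls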;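 also: PAF is a Pseudomonas aeruginosa culture filtrate used as stimulus; plate controls were PAF-stimulated DMSO wells for no effect and unstimulated DMSO wells for full effect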
NR2E3 ag-2: human photoreceptor-specific nuclear receptor agonism | AID 602229 | inhibition of corepressor binding, % at 3.98 µM | CHO-S Gal4-NCOR/VP16-NR2E3 two-hybrid, luciferase | 0.35% of 360,000 active;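 active = inhibition above the mean of all tested compounds plus 3 SD, cut at about 70% in these data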;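 also: 0% = DMSO with NR2E3 transfected cells and 100% = cells lacking NR2E3 construct; higher means lower luciferase signal from less NR2E3 corepressor binding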
* = called active by the depositor; u = inconclusive; x = not tested or not shown. Rows were taken by chance; about 3.3% have a hit in one of these screens.

SMILES	HIF-2a block	CaV13 FRET inh	Vif inh	KKLEB tox	PDI inh	TRPM1 prom inh	Shn3 3UTR inh	Peg3 prom inh	NR2E3 ag-1	CF NFkB block	NR2E3 ag-2
COc1ccc([N+](=O)[O-])cc1NS(=O)(=O)c1cccc(C(=O)OC2CCOC2=O)c1 (configuration not stated)	13	-5	-1	-2	-5	-11	16	19	x	-10	5
COc1ccc([C@H]2/C=C\CN(C(=O)c3ccccc3)[C@@H](C)C(=O)N2Cc2ccc(F)cc2)cc1	17	-5	-8	-15	9	-11	-6	24	2	10	-41
CCn1cc(Br)c(C(=O)Nc2ccc(Cl)c(Cl)c2)n1	-277	-5	12	4	-2	-54	-45	-183	1	-24	-78
O=c1c(Cc2ccc(Cl)cc2Cl)c(O)ccn1Cc1ccc(Cl)cc1	12	x	8	0	2	-5	-4	10	1	-2	-31
CC(=O)N1CCC(=NNS(=O)(=O)c2cccc([N+](=O)[O-])c2)CC1	7	-6	0	10	1	3	0	-6	x	0	-12
Clc1ccc2ccc3cccnc3c2n1	-28	-2	0	-4	-2	-5	36	-24	x	-27	-11
COc1ccc(/C=C/C(=O)NC(=S)Nc2ccc(S(=O)(=O)Nc3ccc(OC)nn3)cc2)cc1	-5	-3	-5	1	-1	-3	-4	2	2	-6	-20
COC(=O)C(NC(=O)CCc1c(C)nc2c(c(C)nn2-c2ccccc2)c1C)C(C)C (configuration not stated)	25	-17	-2	8	-13	9	-4	8	x	-16	5
COc1ccc(NC(=O)CN2C(=O)NC3(CCCCC3C)C2=O)cc1OC (configuration not stated)	-1	-4	-12	17	-1	-6	2	-9	1	3	5
CCOC(=O)c1cccc(NC(=O)C2CCN(S(=O)(=O)c3cnc[nH]3)CC2)c1	10	-6	5	-3	x	x	-5	-11	6	7	-1
CC1(C)NC(=O)N(CC(O)COc2ccccc2C(=O)N2CCCCC2)C1=O (configuration not stated)	7	-3	12	6	-4	-4	4	7	-3	-11	-8
CN1C(C(=O)NCc2cccs2)=CC(c2ccc(F)cc2)=NS1(=O)=O	3	-16	-2	-6	3	-6	19	2	-2	12	-10
O=C(Nc1ccc(NC(=O)c2ccccc2O)cc1)Nc1ccc(F)cc1F	-7	-5	-6	19	-2	-22	-13	14	-4	-5	-4
Cc1cc(C)c(C(=O)COC(=O)c2cc([N+](=O)[O-])ccc2N2CCOCC2)cc1C	-27	-7	-10	-30	-6	-19	-37	9	-3	18	8
CC(=O)Oc1ccc(-c2csc(Nc3cccnc3)n2)cc1	-183	-8	6	1	8	-43	-148	-133	2	-45	-20
O=C(O)c1cccc(N2C(=O)C3C4C=CC(C4=C(c4ccccc4)c4ccccc4)C3C2=O)c1 (configuration not stated)	13	-4	-1	11	-4	4	10	17	0	-15	-13
COc1ccc(-c2[nH]ncc2C=O)cc1	-1	-3	2	2	2	5	-5	-10	-2	22	-23
CCOC(=O)N1CCC(NC(=O)CC(NS(=O)(=O)c2ccc(C)cc2)c2ccco2)CC1 (configuration not stated)	12	-5	7	-1	3	-6	7	9	-1	-18	6
Nc1ncnc2c1ncn2[C@@H]1O[C@H](C(=O)Nc2ccc(C(=O)N3CCCCC3)cc2)[C@@H](O)[C@H]1O	0	-6	22	-8	x	x	-17	2	x	5	-13
O=C(CCS(=O)(=O)c1ccccc1)Nc1ccc(N2CCN(Cc3ccccc3)CC2)cc1	-49	-16	-8	0	-2	-8	14	-17	5	3	-39
Cc1ccc2c(c1)N(C(=O)CCC(=O)NCCCN1CCOCC1)CCO2	7	u	0	8	x	6	7	-10	2	-33	-21
CC(=O)Nc1cccc(N2CCCC2=O)c1	10	-7	x	7	15	12	-1	6	0	-3	-5
CC(C)(C)c1cc(NC(=O)c2cccnc2)no1	-158	-10	-1	9	-1	-15	-15	-124	6	-2	-50
O=C(CSCc1c(Cl)cccc1Cl)Nc1ccc2c(c1)OCO2	-97	-5	x	4	-13	-4	-9	-66	-2	3	-4
CCCCCCNC(=O)N1C/C=C\C(c2ccc(OC)cc2)N(Cc2ccc(F)cc2)C(=O)C1 (configuration not stated)	5	-12	0	-9	2	4	-11	5	-2	-12	31
CCOc1ccc(S(=O)(=O)N2CCN(c3ccccc3)CC2)c2cccnc12	18	x	2	-2	12	-12	21	20	-1	9	-1
CCOC(=O)c1ccc(NC(=O)Nc2cc(C)on2)cc1	-102	-11	15	-4	-2	-22	10	-65	-1	2	-28
COc1cc(/C=C2\SC(=N)N(c3ccc4c(c3)OCO4)C2=O)cc(OC)c1O	22	-22	-13	-2	0	-7	-12	36	6	-18	6
Cc1ccc(C(C)C)c(OCC(=O)N/N=C/c2cccn2C)c1	1	-12	-4	-1	5	8	63	31	3	16	-9
CC1(C)CC2(CCO1)OC(=O)CC2C(=O)Nc1ccc(Cl)cc1[N+](=O)[O-] (configuration not stated)	14	-5	1	0	4	-62	-13	6	2	3	13
NC(=S)NN=C1c2ccccc2-c2ccccc21	11	-4	-13	19	-3	x	-10	16	4	-98	72*
CNC(=O)/C(C#N)=C\c1cc(C)n(-c2ccc(N3CCOCC3)cc2)c1C	0	-5	-7	0	-4	10	7	-15	6	-12	17
CCOc1ccc(NC(=O)COC(=O)Cn2cnnn2)cc1OCC	-11	-5	6	-8	17	0	12	16	-1	5	1
Cc1ccc2cc(CCl)c(Cl)nc2c1	10	-7	2	3	0	18	-19	11	3	26	-4
CC(=O)Nc1ccccc1OCc1nnc(-c2cccs2)o1	-1	2	2	4	17	21	-8	14	-8	0	13
O=C(C1CCCN(c2ncnc3c2nc2n3CCCCC2)C1)N1CCN(c2ccc(Cl)cc2)CC1 (configuration not stated)	22	-6	-6	-9	6	4	40	56*	3	-16	-6
c1ccc(C[C@H]2CN=C(Nc3ccccc3)N2CCCC2CCCCC2)cc1	11	-6	12	12	-4	0	-7	-17	x	10	3
CCN(CC)CC(C)OC(=O)c1ccccc1Cl (configuration not stated)	19	-2	-3	-13	1	-6	8	13	-3	9	14
CCOC(=O)C1CCN(C(=O)COC(=O)/C=C/c2ccccc2)CC1	2	-3	-2	-1	-19	1	-2	10	x	6	5
O=C(c1cc(-c2cccs2)on1)N1CCCc2ccccc21	-151	-7	x	10	-9	x	-17	-86	3	-8	-20

Copied from the list.
c1ccc(C[C@H]2CN=C(Nc3ccccc3)N2CCCC2CCCCC2)cc1 | CaV13 FRET inh = -6
O=C(C1CCCN(c2ncnc3c2nc2n3CCCCC2)C1)N1CCN(c2ccc(Cl)cc2)CC1 (configuration not stated) | HIF-2a block = 22

Later entries.
SMILES	HIF-2a block	CaV13 FRET inh	Vif inh	KKLEB tox	PDI inh	TRPM1 prom inh	Shn3 3UTR inh	Peg3 prom inh	NR2E3 ag-1	CF NFkB block	NR2E3 ag-2
CCN(CC)S(=O)(=O)c1cc(NC(=O)C2CCN(c3ncnc4sc(C)c(C)c34)CC2)ccc1Cl	21	-6	x	-18	5	64*	89*	67*	1	26	29
COc1ccc2[nH]c(=O)c(CNc3ccc(C)c(C)c3)cc2c1	-176	-6	-3	-7	-6	-16	-12	-161	2	0	-47
O=C(CCN1CCCCC1)NCNC(=O)CCN1CCCCC1	0	-4	17	-8	3	-12	6	6	3	7	0
Cc1cc(C)n2c(SCc3c(C)noc3C)nnc2n1	13	x	-2	-3	5	23	-4	4	0	17	-18
Cc1cc(C)c(NC(=O)COC(=O)Cc2ccsc2)c(C)c1	12	-5	10	5	-2	10	-37	5	1	-1	3
CC1CC(C)CN(C(=O)CNC(=O)c2sc3ccccc3c2Cl)C1 (configuration not stated)	-201	-15	0	22	-17	-64	-31	-105	2	16	-13
O=C(NCCCN1CCOCC1)c1ccc(/C=C2\Oc3ccccc3N(Cc3ccccc3F)C2=O)cc1	2	-6	-5	0	-15	-20	-18	11	-1	20	-12
O=C(NCc1cccs1)N[C@@H](Cc1ccccc1)C(=O)O	4	-8	4	11	-1	6	-9	-3	4	2	10
COc1ccccc1C(=O)Nc1nc(C)cc(C)n1	0	-4	7	7	-5	x	x	5	-1	-4	-6
CCC(=O)c1ccc(OCC(O)Cn2nc(C)c(Br)c2C)cc1 (configuration not stated)	19	-3	8	-3	4	-7	22	15	-1	5	-8
O=C(NCc1ccco1)C1CCCN(c2nnc(-n3cccc3)s2)C1 (configuration not stated)	-21	-15	2	0	-18	6	-1	-8	2	9	-18
COCCN(CC(=O)Nc1cccc(C)c1C)C(=O)c1ccc(S(=O)(=O)N2CCOCC2)cc1	11	-7	3	-4	-5	4	-21	4	x	3	8
Cc1nc(SCC(=O)NNC(=O)c2ccc(F)cc2)c2ccccc2n1	-1	-2	-7	9	2	22	6	-17	x	4	8
Cc1cccc(NC(=O)c2nc[nH]c2C(=O)NC2CCN(C(=O)OC(C)(C)C)CC2)c1	-1	-11	-4	-5	1	5	-2	61*	6	-22	-6
O=C(NC(=S)Nc1nc(-c2ccccc2)cs1)c1cccnc1	-48	-4	12	11	-4	3	-13	-65	-2	2	-23
CN(C)CCCN(C(=O)c1ccc([N+](=O)[O-])s1)c1nc2cc3c(cc2s1)OCCO3	17	-6	6	24	-3	67*	20	-64	-1	-5	-19
COc1ccc(Cc2nnc(NS(C)(=O)=O)s2)cc1	-5	-2	4	2	-8	-2	-3	12	-1	-7	-31
O=C(COC(=O)C1CC1)c1c[nH]c2ccccc12	-58	-7	-8	-6	2	-67	-96	-231	2	4	-8
O=C(c1ccccc1Cc1ccccc1)N1CCN(S(=O)(=O)c2ccccc2F)CC1	4	-6	21	7	4	-9	-11	19	3	29	2
Cc1cccc(N2CN=C3SCC(=O)N3C2)c1	-1	-18	6	-2	4	-10	-8	-10	0	-2	7
Cc1ccc(/C=N/NC(=O)c2nc3nc(C)cc(C)n3n2)cc1	8	-3	-3	-6	10	-7	6	-4	2	15	10
COc1cccc(CN2CCN(c3cccc(C(F)(F)F)c3)CC2)c1OC	-6	-9	-3	-6	0	6	4	15	-4	-10	-5
COC1(C2=NCCN2)COc2ccccc2O1 (configuration not stated)	0	-5	-2	14	0	5	-2	13	-2	10	8
COc1ccc(C)cc1NC(=O)C(Sc1nnc2ccccn12)c1ccccc1 (configuration not stated)	23	-2	-2	-4	-1	14	21	23	0	-11	-30
CCOc1ccc(CCNC(=O)c2cccc(NC3=NC4CS(=O)(=O)CC4S3)c2)cc1OCC (configuration not stated)	9	-6	3	6	x	x	-19	11	-1	-5	5
O=C(CSc1nncs1)NCc1ccc(F)cc1	9	-2	51*	-15	5	-3	6	9	5	16	-8

Assay outcomes (PubChem BioAssay)
